MBD2 DNA inh: inhibitors of MBD2 binding to methylated DNA, primary screen, biochemical, TR-FRET, DNA-binding domain, human. 370,000 tested, 0.31% active. AID 686964, 2013. inhibition, % at 4.4 µM. MBD2 binding to methylated oligonucleotide; in the data active = inhibition above about 13%
Target sequence (Q9UBB5 whole entry, looked up, the tested form may be a part): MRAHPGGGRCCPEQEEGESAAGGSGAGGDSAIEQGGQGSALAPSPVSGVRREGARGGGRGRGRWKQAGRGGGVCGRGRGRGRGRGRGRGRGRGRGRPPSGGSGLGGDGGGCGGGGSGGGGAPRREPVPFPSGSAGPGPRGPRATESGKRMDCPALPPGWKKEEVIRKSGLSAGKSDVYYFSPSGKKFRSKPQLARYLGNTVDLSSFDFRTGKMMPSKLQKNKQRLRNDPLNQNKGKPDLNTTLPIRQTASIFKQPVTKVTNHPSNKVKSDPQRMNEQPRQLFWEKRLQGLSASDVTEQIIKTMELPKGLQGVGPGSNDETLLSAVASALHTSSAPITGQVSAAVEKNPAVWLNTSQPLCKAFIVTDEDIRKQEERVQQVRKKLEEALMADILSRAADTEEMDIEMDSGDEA
Tn6 DDE FP: inhibitors of Tn6 peptide binding to fibrin DD(E), primary screen, biochemical, fluorescence polarization, human fibrin, Tn6 probe; Fibrinogen beta chain (Homo sapiens), P02675; Fibrin DD(E) TRITC-Tn6 fluorescence polarization displacement; inhibition, % at 8.3 µM; 370,000 tested, 0.21% active;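 active = inhibition above a per-campaign cutoff: mean of compounds within control limits plus 3 SD, cut at about 15% in these data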;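 also: 0% = median of all compound wells on the plate and 100% = blocking peptide control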
PRMT1 inh: PRMT1 methyltransferase inhibitors, primary screen, biochemical, fluorescence polarization; recombinant PRMT1, activity-based probe fluorescence polarization; inhibition, % at 2.79 µM; 370,000 tested, 1.3% active; AID 652257, 2013; Protein arginine N-methyltransferase 1 (Homo sapiens), Q99873;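 active = inhibition above about 21% made by adding two undisclosed values, limit read from the data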
Tn7 DDE FP: inhibitors of Tn7 peptide binding to fibrin DD(E), primary screen, biochemical, fluorescence polarization, human fibrin, Tn7 probe; Fibrinogen beta chain (Homo sapiens), P02675; FP displacement of FITC-Tn7 peptide from fibrin DD(E); 0% = median of compound wells per plate; inhibition, % at 8.3 µM; 370,000 tested, 0.13% active; AID 720508, 2013;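 active = inhibition above the mean of compounds falling within the control limits plus 3 SD of them, cut at about 14% in these data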;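 also: 0% = plate median of compound wells and 100% = 10 µM Aha-Tn7 peptide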
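System: human fibrin DD(E); quantity: Fibrin-DD(E) at 2 µM final; also added: fluorescent Tn7 probe at 0.1 µM; compound dosing: single nominal test concentration of 8.3 µM per compound; schedule: 10 min preincubation, 3 h with tracer, room temperature; detection: fluorescence polarization of the labelled Tn7 tracer; repeats: one replicate per compound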
UHRF1 binding: UHRF1 methylated DNA binding inhibitors, primary screen, counter-screen for MBD2 inhibitor project, biochemical, TR-FRET, human UHRF1, single concentration | inhibition, % at 4.4 µM | E3 ubiquitin-protein ligase UHRF1 (Homo sapiens), Q96T88 | AID 687016, 2013 | UHRF1 binding to methylated oligo | 370,000 tested, 0.75% active; in the data active = inhibition above about 21%;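 also: UHRF1 SRA domain binding a hemimethylated CpG hairpin DNA probe; 0% = median of test compound wells and 100% = reference inhibitor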
SIAE primary: human SIAE inhibitors, primary screen, biochemical, fluorescence polarization, FP-Rh probe, 1536-well HTS. Sialate O-acetylesterase (Homo sapiens), Q9HAT2. SIAE FP-Rh probe binding. inhibition, % at 9.66 µM. 370,000 tested, 0.69% active. AID 1053197, 2014;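 active = inhibition above a cutoff: mean of compounds within the control limits plus 3 SD of those, cut at about 17% in these data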;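 also: 0% = plate median of compound wells and 100% = probe without SIAE protein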
Target sequence (Q9HAT2 whole entry, looked up): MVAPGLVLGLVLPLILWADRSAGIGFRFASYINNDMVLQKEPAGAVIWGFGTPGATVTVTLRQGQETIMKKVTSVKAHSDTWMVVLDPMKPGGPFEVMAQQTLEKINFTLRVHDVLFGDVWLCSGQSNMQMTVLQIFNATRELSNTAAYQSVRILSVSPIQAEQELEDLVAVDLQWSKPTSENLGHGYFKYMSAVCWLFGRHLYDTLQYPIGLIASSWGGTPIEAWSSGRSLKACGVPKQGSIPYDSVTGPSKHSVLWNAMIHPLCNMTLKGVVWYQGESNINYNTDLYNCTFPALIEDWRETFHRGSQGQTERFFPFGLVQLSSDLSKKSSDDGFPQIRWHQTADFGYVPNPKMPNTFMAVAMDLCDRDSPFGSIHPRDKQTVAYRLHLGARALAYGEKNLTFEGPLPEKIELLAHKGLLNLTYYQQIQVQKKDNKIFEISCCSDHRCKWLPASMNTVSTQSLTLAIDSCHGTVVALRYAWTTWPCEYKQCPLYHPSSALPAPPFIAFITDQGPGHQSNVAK
TCR-CD3 inh: inhibitors of human TCR-CD3 interaction, primary screen, biochemical, fluorescence, TAMRA-labeled TCR probe | T-cell receptor (TCR) | inhibition, % at 9.4 µM | 360,000 tested, 0.37% active; in the data active = inhibition above about 19%;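 also: recombinant mutant TCR 2C K166C tagged with TAMRA read by polarization; 0% = receptor in buffer alone and 100% = receptor with positive control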
TDP2 inh: human TDP2 enzyme inhibitors, primary screen, biochemical, epi absorbance, recombinant enzyme; T5PNP hydrolysis, p-nitrophenol absorbance 415 nm; inhibition, % at 12.8 µM; 370,000 tested, 0.34% active;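 active = inhibition above the mean of all tested compounds plus 3 SD, set per campaign, cut at about 25% in these data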;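 also: 0% = DMSO with enzyme and 100% = buffer with substrate but no TDP2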
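Incubation: 2 h at 37 °C; Test system: recombinant human TDP2; Quantity: enzyme 120 nM; Read-out basis: percent inhibition; Medium: 50 mM Tris-HCl pH 7.5 with Mg2+, KCl, DTT, BSA; Repeats: single replicate; Compound: 12.8 µM single point, 1% DMSO; Signal: epi absorbance; Reagent: 5 mM T5PNP chromogenic substrate; Benchmarks: no-enzyme high, DMSO-plus-enzyme low.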
KLK7 zymogen act: proKLK7 zymogen activators, primary screen, biochemical, fluorescence intensity | Kallikrein-7 (Homo sapiens), P49862 | purified proKLK7, EDANS-DABCYL substrate fluorescence; 100% is mature enzyme control, 0% vehicle | activation, % at 7 µM | 370,000 tested, 0.9% active | AID 652039, 2013;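 active = activation above the mean of all tested compounds plus 3 SD, computed per campaign excluding outliers beyond control limits, cut at about 13% in these data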
LEDGF integ inh: blockers of LEDGF/p75-dependent integrase strand transfer – biochemical, TR-FRET, high throughput, primary screen. HIV-1 integrase (with human LEDGF/p75). TR-FRET IN-LEDGF/p75 DNA integration, Eu/Cy5. inhibition, % at 3.7 µM. 370,000 tested, 0.64% active. AID 743269, 2014;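 active = inhibition above the screen-wide mean plus 3 SD, cut at about 13% in these data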;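 also: signal is the Cy5 over europium emission ratio at 671 and 618 nm; 0% = plate median of compound wells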
Starred values were filed as active, the others as inactive.

SMILES | MBD2 DNA inh | Tn6 DDE FP | PRMT1 inh | Tn7 DDE FP | UHRF1 binding | SIAE primary | TCR-CD3 inh | TDP2 inh | KLK7 zymogen act | LEDGF integ inh
COc1ccc(C2NC(c3ccc(OC)cc3OC)C(C)C(=O)C2C)c(OC)c1 (stereo not given) | 0 | 2 | -2 | -3 | 2 | 9 | 1 | 5 | -0.2 | 5
NC(Cc1ccccc1)c1csc(Nc2nncc3ccccc23)n1 (stereo not given) | 8 | -1 | 1 | -5 | 0 | 1 | -9 | -8 | 0.8 | 10
COc1cccc(NC(=O)COC(=O)C2CCN(S(=O)(=O)c3cccs3)CC2)c1 | 1 | 1 | 0 | 3 | 2 | 8 | 6 | -3 | 0.4 | 9
O=C(c1ccc(=O)[nH]n1)N1CCN(S(=O)(=O)c2ccccc2F)CC1 | -3 | -5 | -2 | 0 | -2 | 3 | 1 | 4 | -0.3 | -3
CC1(Oc2ccc(-n3ccnc3)cc2)CCN(Cc2cccn2-c2nccs2)C1 (stereo not given) | -7 | -1 | -3 | 3 | 1 | -4 | 4 | 3 | 0.1 | 2
c1ccc(CNc2cnccn2)cc1 | 3 | -5 | 1 | -2 | 0 | 5 | 6 | 1 | -11 | -1
O=C(C(=O)N1CCC(CNC(=O)C2COc3ccccc3O2)CC1)c1cccs1 (stereo not given) | -1 | 2 | 3 | -5 | 0 | 1 | -4 | 9 | 0.3 | 21*
Cc1c(Cl)cccc1NC(=O)CSc1ncnc2c1cnn2CCc1ccccc1 | -3 | -10 | 1 | 5 | 2 | -2 | -3 | -2 | -0.1 | -2
CN1CCN(c2nnc(-c3ccc(F)cc3)c3ccccc23)CC1 | 3 | 5 | -1 | -3 | -2 | -4 | 4 | 2 | -0.1 | 0
CN(C)CCNC(=O)CCCNC(=O)Cn1cnc2sc3c(c2c1=O)CCCC3 | -1 | 5 | 1 | -6 | 0 | 3 | 6 | -2 | 0.7 | 2
COc1cccc(CNC(=O)c2cccc(NC(=O)CC3SC(N4CCCCC4)=NC3=O)c2)c1 (stereo not given) | -3 | -10 | -1 | -7 | -2 | 4 | 5 | 3 | 0.4 | 0
CC(NC(=O)CCN1C(=O)c2ccccc2S1(=O)=O)c1ccccc1 (stereo not given) | -2 | 4 | -1 | -3 | 3 | -8 | -2 | -21 | -0.8 | 0
CCOCCCNC(=O)Cn1nc(-c2ccc(OC)c(OC)c2)ccc1=O | 1 | 2 | -1 | 3 | -1 | 1 | 0 | 4 | -0.2 | -2
Cc1cc(C)nc(N2CCN(C(=O)CCC(=O)Nc3nnc(C(C)C)s3)CC2)n1 | -3 | 10 | 1 | 2 | -2 | -6 | 1 | -2 | 1.0 | -1
COc1ccccc1OCC(=O)N1CCN(C(=O)c2ccco2)CC1 | 3 | 9 | 3 | 4 | 9 | 6 | -7 | -2 | -0.3 | -4
CCOc1ccccc1NC(=O)CN1C(=O)CSC(C)C1=O (stereo not given) | -3 | 6 | 6 | 0 | -1 | -4 | 0 | 6 | 0.3 | -1
C=CCCC1CN(CC=C)S(=O)(=O)c2c(F)cccc2O1 (stereo not given) | 8 | -1 | 2 | -2 | 22* | -2 | 10 | 6 | -0.2 | 1
CC1(C)CC(=O)C(c2ccccc2)(c2ccccc2)C(=O)C1 | -4 | -6 | -5 | -3 | 0 | 4 | 2 | 4 | -0.3 | 3
COc1ccc(/C=C/C(=O)Oc2ccc(/C=N\NC(=O)c3ccc(F)cc3)cc2)cc1 | 2 | -3 | 1 | -5 | 0 | -3 | -6 | 7 | -0.5 | -1
COC(=O)c1ccc2c(c1)nc(C)n2CCO | -2 | 10 | -1 | 0 | 0 | 2 | 6 | 4 | 0.4 | -2
CCC(=O)OCc1c(C(F)(F)F)nn(C)c1Sc1ccc(F)cc1 | 1 | -7 | -2 | -2 | -6 | -2 | -4 | 7 | 0.3 | 4
O=Cc1c(NCCCN2CCCC2=O)c2ccccc2[nH]c1=O | 2 | 9 | 4 | 3 | 1 | -1 | -14 | 11 | 10 | -2
CCOC(=O)Nc1ccc(C)cc1C | 0 | 12 | 1 | -4 | 6 | -4 | -6 | -3 | -0.6 | 1
CCSc1nnc(NC(=O)CSc2nnc(Cc3cccn3C)n2CCc2ccccc2)s1 | 10 | -10 | 5 | 0 | -1 | 1 | -6 | 7 | 0.8 | -1
C=CCn1c(NCc2ccccc2OC)nc2ccccc21 | 3 | 2 | 3 | -2 | 0 | 7 | 4 | 14 | 0.0 | -4
COc1ccccc1CNC(=O)CCN1C(=O)COc2ccc(C)cc21 | 7 | -4 | 0 | -4 | 19 | 4 | 3 | 7 | 0.6 | 0
CCn1cc(C2=NCC(C)O2)c2ccccc21 (stereo not given) | -4 | -3 | -2 | -4 | 1 | 4 | 0 | -2 | 1.0 | -1
O=C(N/N=C/C(Cl)=C/c1ccccc1)c1ccncc1 | -3 | -2 | -1 | -1 | -5 | -2 | -4 | 1 | -1.1 | 2
O=C(CSc1nccc(-c2cccs2)n1)Nc1ccc(F)c(Cl)c1 | 3 | -5 | -4 | -8 | 0 | -2 | 4 | 1 | 0.1 | 6
CCOc1ccc(NC(=O)CC2C(=O)Nc3ccccc3N2C(=O)c2ccccc2)cc1 (stereo not given) | 1 | 6 | 8 | 0 | 3 | 2 | -4 | -3 | 0.1 | 2
CCC(C)(C)C1CCc2[nH]nc(C(=O)NCCN3CCOCC3)c2C1 (stereo not given) | -8 | -6 | -2 | -5 | 0 | 11 | -4 | -6 | 0.2 | 1
CCCCN(C)CCCNC(=O)CN1C(=O)CSc2ccc(S(=O)(=O)N3CCOCC3)cc21 | -3 | 6 | -2 | 0 | -4 | -5 | 6 | 15 | 0.2 | -3
COc1ccc(NC(=O)NC2(C(=O)N3CCCCC3)CCCCC2)cc1 | 1 | 0 | 3 | 3 | 0 | -9 | -1 | 8 | 0.4 | 3
O=C(CSc1cccc2cccnc12)Nc1cc(C(=O)O)cc(C(=O)O)c1 | 2 | 2 | 5 | -5 | -14 | -2 | 8 | 1 | 0.0 | 0
Cc1cc(C)c2oc(C(=O)NC3CCS(=O)(=O)C3)cc(=O)c2c1 (stereo not given) | 4 | 7 | 0 | 5 | 2 | -7 | 12 | 9 | 0.7 | -1
CCOC(=O)c1sc(=S)n(C)c1N | -2 | 3 | -1 | 3 | 0 | 0 | 1 | 8 | -0.3 | -1
Cc1ccc(C2=C(O)c3ccccc3C(=O)C2=O)cc1 | -15 | 7 | -1 | -4 | -7 | 5 | -1 | 4 | -0.5 | -2
CC(C)CCNC(=S)Nc1ccc([N+](=O)[O-])cc1 | 0 | -2 | 3 | 6 | 0 | -2 | 8 | 4 | 0.0 | -1
CCOC(=O)C1CCN(C(=O)c2cc3c(s2)-c2ccccc2OC3)CC1 | -1 | -6 | -6 | 1 | 3 | -1 | -7 | -7 | 14* | 1
Cc1c(Br)c([N+](=O)[O-])nn1CC(=O)N1CCc2ccccc21 | -3 | -1 | 0 | 1 | 0 | 3 | 5 | 13 | -0.3 | -1
C=C(CN(C)C)C(=O)c1cc(C)ccc1C | 2 | 3 | 16 | 3 | 1 | 14 | 0 | 4 | 0.1 | -4
CC(=O)C(Cc1ccccc1)NC(=O)CCl (stereo not given) | -1 | 4 | 0 | -2 | -1 | -2 | 4 | -3 | 0.1 | -1
COc1ccc(/C=C2/N=C3CCCCCN3C2=O)cc1 | -1 | 2 | 1 | 6 | -1 | 0 | 2 | 4 | -0.5 | -2
Cc1oc2c(C)c3oc(=O)c(CCC(=O)NCCCCCC(=O)O)c(C)c3cc2c1C | -1 | -8 | 0 | 0 | 2 | 6 | 1 | -2 | 21* | 1
Fc1cccc(CNCC2CCCO2)c1 (stereo not given) | -1 | -6 | 3 | -5 | 1 | -2 | -1 | -11 | -0.7 | -8

Entries of single compounds as entered above:
`COc1ccc(/C=C2/N=C3CCCCCN3C2=O)cc1` reads MBD2 DNA inh: -1; Tn6 DDE FP: 2; PRMT1 inh: 1; Tn7 DDE FP: 6; UHRF1 binding: -1; SIAE primary: 0; TCR-CD3 inh: 2; TDP2 inh: 4; KLK7 zymogen act: -0.5; LEDGF integ inh: -2
`NC(Cc1ccccc1)c1csc(Nc2nncc3ccccc23)n1` (stereo not given) reads MBD2 DNA inh: 8; Tn6 DDE FP: -1; PRMT1 inh: 1; Tn7 DDE FP: -5; UHRF1 binding: 0; SIAE primary: 1; TCR-CD3 inh: -9; TDP2 inh: -8; KLK7 zymogen act: 0.8; LEDGF integ inh: 10

(listing goes on)
SMILES | MBD2 DNA inh | Tn6 DDE FP | PRMT1 inh | Tn7 DDE FP | UHRF1 binding | SIAE primary | TCR-CD3 inh | TDP2 inh | KLK7 zymogen act | LEDGF integ inh
Cn1cc(/C=N/Nc2ccccc2)c2ccccc21 | -7 | -5 | 4 | -4 | -2 | 12 | 1 | 4 | 0.0 | -3
COc1ccc(Nc2nc(OC)nc(N3CCN(c4ccc(OC)cc4)CC3)n2)cc1 | 2 | 2 | -2 | 2 | 1 | 1 | 8 | 5 | -0.7 | -4
CCCCN(C)Cc1c(O)ccc2c(-c3ccccc3)cc(=O)oc12 | 2 | 5 | 0 | 2 | 5 | -1 | 2 | -7 | 17* | -1
COc1ccc2c(c1OC)C(=O)N1c3ccccc3COC21 (stereo not given) | 1 | -7 | 2 | -3 | -1 | -8 | 2 | 10 | 0.6 | 3
COc1ccc(-c2nn(CCC(=O)O)cc2/C=C2\SC(N)=NC2=O)cc1OC | 4 | -7 | 1 | -1 | 6 | -16 | -9 | 2 | 0.0 | 0
Cc1ccc(N2C(=O)C3C4C=CC(CC4)C3C2=O)cc1Cl (stereo not given) | 3 | -2 | 0 | 11 | 0 | -1 | 3 | -13 | -0.1 | -1
COc1cccc(/C=N/Nc2c(Cl)cncc2Cl)c1O | 0 | -15 | -7 | 4 | -1 | -2 | 4 | -7 | -0.7 | 4
COc1cc2ccccc2cc1C(=O)NNC(=O)c1ccccc1O | 1 | 0 | 40* | 3 | -3 | 0 | 34* | -2 | 2.0 | -10
O=C(CC1CCCC1)NNC(=O)c1ccccc1O | 4 | 4 | -1 | 4 | 36* | -1 | 29* | 7 | -2.4 | -5
CCC(=O)Nc1cccc(NC(=O)COc2ccc(OC)cc2)c1 | 1 | 3 | 0 | -5 | 2 | 3 | -4 | -8 | -0.3 | 0

Screening data as filed in PubChem.
